Screening data as filed in PubChem BioAssay.
Exocytosis inh: LAMP-1 surface exposure blockers, TALL-104 cells – cell-based, flow cytometry, MLPCN library, primary screen; TALL-104 LAMP-1 surface exposure; cells stimulated with thapsigargin and PMA; inhibition, % at 10 µM; 0.66% of 360,000 active; AID 651702, 2012;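 active = inhibition above about 55%, limit read from the data; inconclusive = no clear call, values can overlap the other calls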
MITF TRPM1 inh: inhibitors of MITF-dependent TRPM1 promoter reporter, primary screen, cell-based, SK-MEL-5, single point, luciferase | inhibition, % at 12.5 µM | AID 488899, 2010 | 0.83% of 330,000 active | SK-MEL-5 TRPM1 promoter luciferase, 24 h;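 active = mean inhibition across replicates of 60% or more, whatever share of single replicates reaches that level; inconclusive = some that reach 60%, reason not given; inactive = mean inhibition across replicates below 60%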; also: values of inactives mirror those of a sister screen read the other way
PDI turbidity: inhibitors of human PDI, primary screen, biochemical, turbidity, single point, plate reader. AID 588391, 2011. PDI insulin aggregation turbidity, A650, 90 min. Protein disulfide-isomerase (Homo sapiens), P07237. 0.052% of 350,000 active. inhibition, % at 10 µM;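 active = mean inhibition across replicates of 30% or more, whatever share of single replicates reach that level; inconclusive = mean inhibition below 30% while every single replicate reaches 30%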;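 also: absorbance from insulin aggregation driven by PDI reduction with DTT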
Target sequence (P07237 whole entry, looked up): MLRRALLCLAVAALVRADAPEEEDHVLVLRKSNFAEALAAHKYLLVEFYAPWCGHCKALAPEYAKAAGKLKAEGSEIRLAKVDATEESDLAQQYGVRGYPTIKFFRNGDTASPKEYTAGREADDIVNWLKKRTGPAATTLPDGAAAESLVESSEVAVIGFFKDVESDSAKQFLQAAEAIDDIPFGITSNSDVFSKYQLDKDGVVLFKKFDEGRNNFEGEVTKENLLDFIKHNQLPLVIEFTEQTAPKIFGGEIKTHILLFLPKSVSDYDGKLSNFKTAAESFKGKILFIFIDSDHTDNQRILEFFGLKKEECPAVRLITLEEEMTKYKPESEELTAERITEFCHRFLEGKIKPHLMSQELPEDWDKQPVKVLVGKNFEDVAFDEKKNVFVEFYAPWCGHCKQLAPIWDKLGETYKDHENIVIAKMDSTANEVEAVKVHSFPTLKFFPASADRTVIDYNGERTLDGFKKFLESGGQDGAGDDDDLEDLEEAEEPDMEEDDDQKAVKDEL
HIF-2a block: HIF-2a reporter inhibitors, primary screen, luminescence, 786-0 RCC cells; 0.72% of 360,000 active; inhibition, % at 18.8 µM; 786-0 RCC cells HIF-2a reporter, luciferase luminescence, overnight; AID 624352, 2012;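 active = inhibition of the luminescence signal of 40% or more relative to plate controls, in a single-dose primary screen at 18.75 µM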
iPSC survival up: enhancers of single-cell hiPSC survival, primary screen, ATPlite luminescence; 0.044% of 360,000 active; survival enhancement, % at 20 µM; 100% = ROCK inhibitor wells, 0% = DMSO; in the data active = survival enhancement above about 18%;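 also: cells exposed to compounds for 16 hours before the ATP read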
NR2E3 ag-1: NR2E3 agonists in two-hybrid cells, primary screen, cell-based, luminescence, CHO-S, Gal4-NCOR/VP16-NR2E3. luciferase. inhibition of corepressor binding, % at 3.98 µM. 0.35% of 360,000 active. AID 602229, 2012;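 active = inhibition above the mean of all tested compounds plus 3 SD, cut at about 70% in these data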;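 also: 0% = DMSO with NR2E3 transfected cells and 100% = cells lacking NR2E3 construct; higher means lower luciferase signal from less NR2E3 corepressor binding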
Target sequence (Q9Y5X4 whole entry, looked up, the tested form may be a part): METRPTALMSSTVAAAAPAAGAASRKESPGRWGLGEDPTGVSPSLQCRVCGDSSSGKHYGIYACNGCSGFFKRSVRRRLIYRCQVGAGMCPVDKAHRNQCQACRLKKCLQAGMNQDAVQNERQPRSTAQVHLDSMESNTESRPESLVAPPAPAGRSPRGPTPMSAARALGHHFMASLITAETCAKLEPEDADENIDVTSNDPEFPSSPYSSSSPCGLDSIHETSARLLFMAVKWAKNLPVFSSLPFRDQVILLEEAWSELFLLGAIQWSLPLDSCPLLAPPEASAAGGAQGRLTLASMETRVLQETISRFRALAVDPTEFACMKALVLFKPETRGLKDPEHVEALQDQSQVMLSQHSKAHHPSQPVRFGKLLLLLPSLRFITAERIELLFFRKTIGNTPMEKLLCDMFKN
Vif inh: HIV Vif self-association inhibitors, primary screen, imaging, HEK293T, single point; HEK293T cells, Vif self-association by quenched fluorescence, 24 h; 0.35% of 340,000 active; AID 602346, 2012; inhibition, % at 7.49 µM; in the data active = inhibition above about 50%, passing the limit was not always enough; inconclusive = no clear call, values can overlap the other calls; inactive = below about 31%; also: some results filed as inactive read as strong as hits
aDG glyco act: activators of alpha-DG glycosylation, primary screen, uHTS, Pro5-aDG cells, AlphaScreen; alpha-DG glycosylation AlphaScreen (IIH6); 0% Pro5, 100% B10-LARGE cell signal; activation, % at 10 µM; 0.22% of 360,000 active;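 active = activation of at least 8% versus controls, or a plate z-score of at least 8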;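 also: Pro5 are CHO cells carrying HIG-tagged alpha-DG that lacks glycosylation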
Peg3 promoter: Peg3 promoter-driven luciferase inhibitors, primary screen, cell-based, HeLa, luciferase luminescence. 1.7% of 360,000 active. AID 588405, 2011. inhibition, % at 20 µM. HeLa PEG-Prom luciferase reporter, overnight;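 active = inhibition of at least 50% at 20 µM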
NR2E3 ag-2: inhibitors of NR2E3-RetCOR corepressor binding, primary screen, NR2E3 agonist project, biochemical, TR-FRET, GST-NR2E3, biotin-RetCOR; Photoreceptor-specific nuclear receptor (Homo sapiens), Q9Y5X4; 1536-well; inhibition of corepressor binding, % at 4.78 µM; 0.12% of 320,000 active; AID 2300, 2010;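 active = percent inhibition above the cutoff of mean plus 3 SD of all tested compounds, set per screening campaign, cut at about 20% in these data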;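 also: 0% = DMSO wells and 100% = biotin wells as full block of FRET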
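Format: 1536-well format; test system: GST-NR2E3 and biotin-RetCOR proteins; read-out basis: percent inhibition of TR-FRET ratio; timing: 5 h incubation at 4 °C; detection: time-resolved FRET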
CaV13 FRET inh: Primary screen for inhibitors of IQ motif and Ca2+-dependent inactivation inhibitor domain binding in CACNA1D, Förster resonance energy transfer in living cells, …. inhibition, % at 12.3 µM. 0.098% of 340,000 active. HEK cells, CFP/YFP FRET ICDI-IQ, plate reader, 10 min; percent FRET-ratio fall versus neutral wells;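 active = mean replicate inhibition of at least 30% and at least 1% of replicates passing that level; inconclusive = only one of the two criteria is met; inactive = neither criterion is met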;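 also: 0% = median of the neutral control wells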
An asterisk follows results filed as active; ? = inconclusive; . = no result given.

Screens in order – NR2E3 ag-1	Peg3 promoter	Vif inh	Exocytosis inh	NR2E3 ag-2	MITF TRPM1 inh	aDG glyco act	CaV13 FRET inh	iPSC survival up	HIF-2a block	PDI turbidity
> Cc1ccc(-c2cn(S(=O)(=O)c3ccc(C)cc3)nc2N)cc1
    3	22	3	3	3	6	0.0	-4	1.8	19	15
> O=C(NC1CC(=O)N(c2ccccc2)C1)C1CC1 (configuration not stated)
    -11	-2	2	4	2	-8	-0.1	-11	-0.1	11	2
> O=C(CSCC(=O)Nc1nc(-c2ccc3c(c2)OCO3)cs1)Nc1nccs1
    -30	-107	1	3	2	-11	0.1	-10	-0.8	-130	.
> O=C1c2ccccc2C(=O)N1c1cccc2cccnc12
    -7	11	-9	3	1	-1	-0.3	-5	9.1	8	7
> CC(C)(C)Nc1nc(NN)nc(NC(C)(C)C)n1
    4	6	6	-3	2	16	-0.1	-4	0.1	21	5
> CCOC(=O)C1(C)CCN1C(=O)c1cccnc1Oc1ccccc1 (configuration not stated)
    8	7	-3	-4	.	.	-0.3	1	2.8	-3	13
> CCNCC(=O)N1c2ccccc2CCc2ccc(NC(=O)OC(C)C)cc21
    7	-11	-10	27	2	-16	0.3	-19	0.1	5	3
> CCN(CC)CCN(C(=O)/C=C/c1cccs1)c1nc2ccc(F)cc2s1
    -28	-35	-1	39	3	1	-0.2	-3	0.1	-6	0
> O=C(NCc1cccnc1)c1ccc(NC(=O)c2ccc([N+](=O)[O-])cc2)cc1
    41	-12	-14	-2	10	8	1.0	-6	-0.2	6	-8
> COC(=O)CN(C)C(=O)CC1C(=O)NCCN1CC(C)(C)C (configuration not stated)
    29	-2	-4	7	2	-2	0.1	-3	-1.7	20	5
> CCCCc1ccc(NC(=O)CC(C)=O)cc1
    -8	-36	-1	?	1	-30	-0.1	-4	-2.3	-69	1
> O=C(CSc1nnc(CNC(=O)c2cccs2)o1)NCC1CCCO1 (configuration not stated)
    -4	7	5	-15	0	-3	-0.3	0	0.7	6	-5
> Cc1c(Cl)ccc2sc(N3CCN(C(=O)C4=COCCO4)CC3)nc12
    79*	-39	-3	-1	-4	-19	0.0	-1	0.1	-64	-3
> Cc1ccc(N2CC(C(=O)N3CCC(C(=O)Nc4nnc(C(C)(C)C)s4)CC3)CC2=O)cc1 (configuration not stated)
    0	25	-5	-2	0	-10	0.0	-2	1.4	12	6
> CCN(C(=O)CN1CCN(S(=O)(=O)c2cc(Cl)ccc2Cl)CC1)c1c(N)n(Cc2ccccc2)c(=O)[nH]c1=O
    1	17	-5	-5	-3	-7	0.0	-3	-0.7	6	-9
> CCn1ncc(C2=NOC(C(=O)Nc3ccccc3C(=O)OC)C2)c1C (configuration not stated)
    9	26	-6	4	2	-1	0.1	-7	-0.5	3	11
> COc1ccc(Nc2nc(-c3cccs3)cs2)c(OC)c1
    -104	-311	1	0	1	-51	0.4	-4	-0.6	-293	2
> CCCc1ccc(C(C)NC(=S)NCc2ccc(F)cc2)cc1 (configuration not stated)
    77*	32	-6	-3	2	10	0.4	-6	-0.3	17	-7
> COc1ccc2cc(C3OCCO3)c(Cl)nc2c1
    -71	-238	-2	2	-1	-49	0.0	-2	-0.3	-224	0
> COCCCn1c(SCC(=O)NC2CCCCC2)nnc1-c1ccco1
    12	-8	2	5	5	2	-0.2	-4	0.4	11	1
> CC(C)(C)NC(=O)CN(CC1CCCO1)C(=O)CNS(=O)(=O)c1ccc(F)cc1 (configuration not stated)
    -4	2	-2	-10	-2	-13	0.0	-7	0.7	6	3
> C[C@H]1CN([C@@H](C)CO)C(=O)CCCn2nncc2CO[C@@H]1CN(C)C(=O)c1ccc(N2CCN(C)CC2)cc1
    -3	-10	.	1	.	.	-0.3	-7	2.0	10	-2
> Cc1ccsc1C(=O)OC(C)C(=O)NC1CCCCC1C (configuration not stated)
    9	3	2	0	.	0	-0.4	-6	-0.4	3	-8
> O=C(O)C1(c2ccccc2)CCN(S(=O)(=O)c2cccc(Cl)c2)CC1
    -15	8	-1	2	3	-3	-0.1	-3	1.2	2	11
> O=C1CCCC2=C1C(c1ccccn1)Nc1ccc(C(=O)c3ccccc3)cc1N2 (configuration not stated)
    -5	-1	-4	2	3	10	-0.4	.	-1.4	6	2
> Cc1ccnc(NS(=O)(=O)c2cc([N+](=O)[O-])ccc2C)c1
    -11	-3	4	-10	1	12	-0.4	-2	-2.0	10	0
> O=c1c2ccccc2nc(SCc2cc(F)ccc2F)n1C1CCCC1
    8	33	.	0	-3	6	0.2	-9	-1.5	11	-20
> COc1ccc(C(C#N)=C2C=CC(=NO)C=C2)cc1
    -7	19	-5	5	0	-2	-0.3	8	-0.4	-40	3
> O=C(Nc1ccc(C(=O)N2CCCC2)cc1)c1ccc(F)cc1Cl
    -2	-15	.	2	0	-1	0.0	-3	-0.5	-20	1
> Cn1c(=O)c2c(nc(N3CCCC3)n2C)n(C)c1=O
    5	1	1	0	-1	1	-0.3	-2	-0.8	14	-5
> Cc1nc2nc(SCC(=O)NCCCN3CCOCC3)nn2c(C)c1Cc1ccccc1
    -3	4	-3	-2	4	-18	-0.1	-7	-0.6	18	19
> Brc1ccc(/C=N/n2cnnc2)s1
    -25	11	2	-2	-1	-5	-0.1	-4	0.8	10	0
> CCCCN(CCCC)CC1OCc2ccccc2CO1
    -12	8	4	-6	-1	9	-0.1	-11	-2.8	10	-1
> COC(=O)c1ccc2c(=O)[nH]c(COC(=O)CCC(=O)c3ccc(Cl)cc3)nc2c1
    -20	0	-4	0	5	-19	-0.3	-6	0.1	8	-4
> Cc1nnc(SCC(=O)N2CCN(c3ccccc3)CC2)n1C1CC1
    -7	-8	-3	4	5	-4	-0.1	-5	0.2	-13	19
> CCN(CC(=O)Nc1cc(Cl)ccc1C)C(=O)CCS(=O)(=O)c1ccc(Cl)cc1
    -10	8	-3	-2	-3	12	-0.1	-6	-0.3	20	2
> Cc1ccc(/C=N/Nc2ccnc3cc(Cl)ccc23)c(C)c1
    -22	111*	4	42	1	87*	-0.9	-7	-4.7	8	6
> O=C(Nc1nc(-c2ccccc2)c(C(=O)c2ccccc2)s1)c1ccc(S(=O)(=O)N2CCCCC2)cc1
    1	20	2	-7	2	7	-0.1	-3	-0.8	14	0
> COc1cc(CN2CCC(C(=O)NC(c3ccc(F)cc3)c3ncccc3C)CC2)cc(OC)c1 (configuration not stated)
    -7	10	14	-1	.	.	-0.1	-6	-1.6	-1	-2
> CCN(CC(=O)Nc1cccc(S(=O)(=O)N2CCCC2)c1)CC(=O)Nc1ccccc1OC
    -16	24	-4	-2	1	7	-0.1	1	0.8	15	1

Quoted from the listing.
Cn1c(=O)c2c(nc(N3CCCC3)n2C)n(C)c1=O in Vif inh = 1
COC(=O)CN(C)C(=O)CC1C(=O)NCCN1CC(C)(C)C (configuration not stated) in NR2E3 ag-1 = 29

(cont.)
Screens in order – NR2E3 ag-1	Peg3 promoter	Vif inh	Exocytosis inh	NR2E3 ag-2	MITF TRPM1 inh	aDG glyco act	CaV13 FRET inh	iPSC survival up	HIF-2a block	PDI turbidity
> CC(=O)NCCNC(=O)c1ccc(-n2c(C)ccc2C)cc1
    -3	-17	20	0	-3	1	-0.5	-7	-0.8	5	-4
> Cc1cc(NC(=O)c2cccs2)no1
    -36	-62	-4	-3	2	-11	-0.2	-15	0.3	-102	6
> CCOC(=O)CSC1=C(C#N)C(c2ccco2)C(C(=O)OCc2ccccc2)=C(C)N1 (configuration not stated)
    -12	30	-2	0	5	2	-0.1	-7	-1.3	25	0
> O=C(N/N=C/c1cc(Br)c(O)c(Br)c1)c1cc2c(ccc3ccccc32)o1
    -30	-74	-9	15	.	-23	-0.3	.	0.2	-73	-5
> O=C(NCCc1csc(-c2ccccc2)n1)c1ccco1
    -2	-21	.	0	4	-7	0.1	-1	2.0	-54	9
> CCOc1ccc(-c2nnn(CC(=O)NCc3cccs3)n2)cc1
    10	-20	-3	4	1	-13	0.1	-4	0.3	-17	-2
> COc1ccc(N/N=C(/N=Nc2nc(C)cc(=O)[nH]2)c2ccccc2)cc1
    -130	-88	14	0	0	-3	-0.7	.	-4.5	-198	12
> CCn1c(-c2ccccc2)c(C(=O)CCl)c2ccccc21
    20	46	5	40	-5	73*	-0.6	-4	-4.9	34	-5
> COc1cccc(-n2c(CN3CCN(c4cccc(C)c4)C(C)C3)nc3ccc([N+](=O)[O-])cc3c2=O)c1 (configuration not stated)
    -30	13	-2	-5	-3	-14	-0.3	-5	-1.7	14	1
> COc1ccc(N2C(=O)N(Cc3ccc(C)cc3)c3ccccc3S2(=O)=O)cc1
    -19	27	.	-2	6	1	-0.3	-3	5.2	13	.
> Cc1ccc(N2C(=O)C3C(C2=O)N2CCCN2C3c2ccccc2)cc1C (configuration not stated)
    -18	8	-1	3	1	-1	-0.3	-6	2.2	0	2
> Cc1cc(Br)cn2c(Cc3ccsc3)c(-c3ccc(Cl)cc3)nc12
    -36	46	.	0	.	.	-0.4	.	-1.5	-12	.
> CCCCCCNC(=O)CC(NS(=O)(=O)c1ccc(NC(C)=O)cc1)C(C)C (configuration not stated)
    22	1	-1	-1	-3	29	0.1	-9	-1.4	26	0
> CCN(CC)S(=O)(=O)c1ccc(NC(=O)c2ccc(N(C)S(C)(=O)=O)cc2)cc1
    -18	31	-5	-3	-6	36	-0.3	-2	-0.5	13	-10
> Cc1ccc(-c2nnc(Nc3ccc(O)cc3)c3ccccc23)cc1S(=O)(=O)NCCO
    -20	-4	0	1	.	-1	0.0	-19	-0.3	7	-1
> C=CCn1c(-c2cc(Cl)ccc2OC)n[nH]c1=S
    -4	8	8	0	-1	11	0.2	0	8.1	12	4
> Cc1ccc(-c2n[nH]c(=S)n2/N=C/c2ccc(C(=O)O)cc2)cc1
    -13	1	-12	-7	-1	.	-0.1	-20	-0.6	8	21
> CCCCC(NS(=O)(=O)c1ccc(OC)cc1)C(=O)O (configuration not stated)
    1	18	7	-2	-1	5	-0.2	-4	-1.2	13	2
> Cc1c(C(=O)NCc2ccco2)oc2c(F)cccc12
    3	3	-2	-5	1	12	0.0	-6	-0.2	2	5
